Screens deposited in PubChem by National Center for Advancing Translational Sciences (NCATS).
GLA spleen mod: inhibits or activates alpha-galactosidase in human spleen homogenate; human spleen homogenate, 4MU-alpha-Gal fluorescence, 40 min; hit rate 0.008% among 240,000; Potency, µM (titrated, usually from 80 µM), for inactives: at the top dose activity change, negative = inhibition, most hits filed as inhibitors;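 further: 0% = enzyme with vehicle and -100% = no enzyme basal signal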
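Human spleen homogenate (1 ug) was the enzyme source, with 4-methylumbelliferyl-alpha-D-galactopyranoside (1 mM final) in pH 5.0 citrate buffer with 0.01% Tween-20. Compounds were titrated; after 40 min at 37C, NaOH/glycine stop, 4-MU fluorescence read; AC50 from Hill fits.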
TRb SRC2 PPI: disrupts binding of human TR beta to SRC2; hit rate 0.065% among 280,000; Potency, µM (titrated, usually from 106 µM), without a hit: at the top dose activity change, negative = inhibition, hits mostly inhibitors; P10828; TRbeta-SRC2 peptide binding, fluorescence polarization; receptor liganded with 1 µM T3;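 further: plate controls were bound peptide for no effect and peptide without receptor for full effect; nearly all actives have a fitted effect of over 50% in size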
Target sequence (P10828 whole entry, looked up): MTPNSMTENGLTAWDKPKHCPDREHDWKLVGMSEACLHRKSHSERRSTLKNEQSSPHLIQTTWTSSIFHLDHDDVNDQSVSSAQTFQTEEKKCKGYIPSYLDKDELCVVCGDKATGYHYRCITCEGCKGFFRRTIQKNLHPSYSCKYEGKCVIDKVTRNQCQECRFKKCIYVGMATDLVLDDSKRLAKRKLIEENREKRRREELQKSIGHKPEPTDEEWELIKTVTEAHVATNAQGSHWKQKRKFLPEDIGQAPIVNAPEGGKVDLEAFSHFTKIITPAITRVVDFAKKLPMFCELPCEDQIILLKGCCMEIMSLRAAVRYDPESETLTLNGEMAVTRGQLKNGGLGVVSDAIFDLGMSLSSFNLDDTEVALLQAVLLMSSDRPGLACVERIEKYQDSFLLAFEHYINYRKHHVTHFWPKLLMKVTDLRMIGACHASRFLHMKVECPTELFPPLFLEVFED
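Fluorescence polarization of 20 nM Texas Red SRC2 peptide with 0.6 uM human TRb ligand-binding domain, in Tris buffer with 1uM T3 and 5% DMSO. Incubated 5 hr ambient; normalized to unbound and bound controls.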
Tau fluor counter: counter-screen for tau fibril formation inhibitors. AID 1463. tau K18 P301L Alexa594 fluorescence, heparin fibrillization. hit rate 0.93% among 280,000. Potency, µM (doses to about 57.7 µM), without a hit: at the top dose activity change, negative = decrease; further: nearly all actives have a fitted effect of over 55% in size
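Human K18 P301L tau (15 uM unlabeled plus 0.24 uM Alexa 594-labeled, final) in 100 mM sodium acetate pH 7 was mixed with compound and 20 uM heparin and incubated 6 hr at 37 C.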
Tau fibril ThT: blocks human tau fibril formation measured by thioflavin T. Potency, µM (top dose mostly 57.4 µM), inactives show at the top dose activity, negative = inhibition, actives largely listed as inhibitors. recombinant tau K18 P301L, heparin-induced fibrillization, ThT fluorescence. hit rate 2.1% among 270,000. AID 1460. P10636; further: nearly all actives have a fitted effect of over 55% in size
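Fibril formation assay: tau K18 P301L at 15 uM with trace Alexa 594 label, heparin inducer 20 uM, pH 7 sodium acetate buffer, 37 C for 6 hr; endpoint ThT signal.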
L3MBTL1 block: inhibitors of human L3MBTL1; hit rate 0.66% among 230,000; Potency, µM (doses to about 57.1 µM), for inactives: at the highest dose activity, negative = inhibition, actives largely listed as inhibitors; AlphaScreen L3MBTL1–H3K9me1 peptide binding; Q9Y468; further: nearly all actives have a fitted effect of over 60% in size
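L3MBTL1 (50 nM) pre-complexed 30 min with biotinylated H3(1-15)K9me1 peptide (75 nM), then compounds added for 30 min at room temperature; AlphaScreen streptavidin donor/nickel chelate acceptor beads (10 ug/mL final) read after 30 min dark incubation.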
ALDH1A1 inh: inhibitors of human aldehyde dehydrogenase 1A1 | Purified ALDH1A1, NADH fluorescence, propionaldehyde substrate | Potency, µM (titrated, usually from 75.3 µM), for the others: at the top dose activity, negative = inhibition, usual class: inhibitors | hit rate 7.3% among 220,000 | AID 1030; active means well fitted inhibition curve with a large enough effect, not every such curve was filed as active; inconclusive means small, poorly fitted or top-dose-only effect, or another doubt; inactive means no such curve, though single readings can be large or run the other way;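 further: plate controls were no enzyme wells and a reference inhibitor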
Target sequence (P00352 whole entry, looked up): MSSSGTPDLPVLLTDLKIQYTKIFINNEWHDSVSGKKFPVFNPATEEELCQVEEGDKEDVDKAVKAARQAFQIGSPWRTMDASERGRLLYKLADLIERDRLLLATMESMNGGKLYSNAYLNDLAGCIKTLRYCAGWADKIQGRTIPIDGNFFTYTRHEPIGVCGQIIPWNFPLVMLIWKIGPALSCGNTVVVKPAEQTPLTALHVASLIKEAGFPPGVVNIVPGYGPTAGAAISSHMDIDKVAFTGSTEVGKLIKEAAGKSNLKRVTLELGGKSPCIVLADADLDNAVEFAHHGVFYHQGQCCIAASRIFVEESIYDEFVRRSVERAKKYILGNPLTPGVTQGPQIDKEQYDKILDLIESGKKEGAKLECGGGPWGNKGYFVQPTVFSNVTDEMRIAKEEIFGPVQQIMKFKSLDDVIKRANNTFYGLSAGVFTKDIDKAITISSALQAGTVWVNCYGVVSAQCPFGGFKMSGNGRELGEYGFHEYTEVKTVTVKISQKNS
Tau fibril FP: tau fibrillization inhibition (FP); hit rate 0.39% among 280,000; K18 P301L tau heparin fibrillization, Alexa594 FP, 6 h; Potency, µM (doses to about 57.7 µM), for inactives: at the highest dose activity, negative = inhibition, actives largely listed as inhibitors; P10636; further: nearly all actives have a fitted effect of over 55% in size
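Quantitative HTS format: compounds meet 15 uM recombinant K18 P301L tau and Alexa 594-tau tracer in 100 mM sodium acetate pH 7; 20 uM heparin triggers fibrillization at 37 C over 6 hr; FP gives the signal.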
TexasRed fluor: Texas Red fluorescence interference in TRb-SRC2 counter-screen. TRb/SRC2 Texas Red total fluorescence interference. Potency, µM (top dose mostly 106 µM), for inactives: at the highest dose fluorescence change, negative = quenching. hit rate 0.29% among 280,000; active means well fitted curve in either direction with a large enough effect; inconclusive means small, poorly fitted or top-dose-only effect
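Human TRβ ligand-binding domain (0.6 uM) and Texas Red SRC2 peptide (20 nM) in Tris buffer with 1 uM T3 and 5% DMSO were incubated with pinned compound for 5 hr at ambient temperature. Total fluorescence was computed as S + 2P (555/632 nm).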
An asterisk follows results filed as active; ? = inconclusive; / = not tested or not shown; & = joins results of further samples; ! = a repeat was not active; [ ] = another dose, or the depositor's remark. Unless noted, the call rests on the fitted dose curve; in most records, active means well fitted curve in the direction sought with a large enough effect; inconclusive means small, poorly fitted or top-dose-only effect, or another doubt; inactive means no such curve, though single readings can be large; an effect the other way counts as inactive or inconclusive. Unless noted, on the % scale 0 is the no-effect control and ±100 the full control effect; potency means the concentration at half of the fitted maximal effect. The order is random; any-hit rate near 8.5%.

A first look (eleven entries):
SMILES	GLA spleen mod	TRb SRC2 PPI	Tau fluor counter	Tau fibril ThT	L3MBTL1 block	ALDH1A1 inh	Tau fibril FP	TexasRed fluor
Cn1c(=O)c2c(ncn2Cc2ccc(Cl)cc2)n(C)c1=O	7%	3%[53 µM]	-11%&3%	-7%&9%	7%	4%	-4%&-2%	-3%[53 µM]
COc1ccc(-c2nc3c4ccccc4n(CC(=O)N4CCN(c5ccccc5OC)CC4)c(=O)n3n2)cc1	/	-13%	-16%	?	/	/	-9%	-1%
CC(C)NC(=O)CSc1nccc(-c2cccs2)n1	-3%	1%	-3%	-1%	8%	8%	5%	-1%
O=C(CNC(=O)c1cccs1)c1ccc(F)cc1	-4%	-15%	2%	-1%	-27%	8%	4%	-2%
Cc1cc(C)c(Cn2c(=O)n(CCCC(=O)NCc3ccc4c(c3)OCO4)c(=O)c3sccc32)c(C)c1	/	7%	-10%	-11%	/	/	0%	-6%
Cc1cc(C)c(S(=O)(=O)N2CCCOC2CNC(=O)C(=O)NCc2ccco2)c(C)c1 (stereo unspecified)	2%	-11%	2%	-7%	-3%	6%	-1%	-1%
COc1ccc(CN2CCOC2=O)cc1OC	8%	0%	6%	3%	4%	/	9%	-1%
COc1ccccc1C(=O)O/N=C(\N)c1ccc(Cl)cc1	-4%	-4%	-4%	?	17%	0%	0%	2%
CCn1c(CC(=O)Nc2cccc(Cl)c2Cl)nnc1SCCOc1ccc(OC)cc1	11%	7%	-20%	-23%	/	14µM*	-1%	1%
COc1cc(-c2ccc(N=Nc3ccc4c(S(=O)(=O)O)cc(S(=O)(=O)O)c(N)c4c3O)c(OC)c2)ccc1N=Nc1ccc2c(S(=O)(=O)O)cc(S(=O)(=O)O)c(N)c2c1O	-2%	25µM*	1µM*[quencher]	1.6µM*	/	?	2.8µM*	16µM*[fluorescent]
COc1ccc(NC(=O)c2nnn(Cc3nc(-c4cc(OC)c(OC)c(OC)c4)oc3C)c2C)cc1	/	-4%	-13%	13%	/	/	?	?

The list itself, previewed entries included:
SMILES	GLA spleen mod	TRb SRC2 PPI	Tau fluor counter	Tau fibril ThT	L3MBTL1 block	ALDH1A1 inh	Tau fibril FP	TexasRed fluor
Cn1c(=O)c2c(ncn2Cc2ccc(Cl)cc2)n(C)c1=O	7%	3%[53 µM]	-11%&3%	-7%&9%	7%	4%	-4%&-2%	-3%[53 µM]
COc1ccc(-c2nc3c4ccccc4n(CC(=O)N4CCN(c5ccccc5OC)CC4)c(=O)n3n2)cc1	/	-13%	-16%	?	/	/	-9%	-1%
CC(C)NC(=O)CSc1nccc(-c2cccs2)n1	-3%	1%	-3%	-1%	8%	8%	5%	-1%
O=C(CNC(=O)c1cccs1)c1ccc(F)cc1	-4%	-15%	2%	-1%	-27%	8%	4%	-2%
Cc1cc(C)c(Cn2c(=O)n(CCCC(=O)NCc3ccc4c(c3)OCO4)c(=O)c3sccc32)c(C)c1	/	7%	-10%	-11%	/	/	0%	-6%
Cc1cc(C)c(S(=O)(=O)N2CCCOC2CNC(=O)C(=O)NCc2ccco2)c(C)c1 (stereo unspecified)	2%	-11%	2%	-7%	-3%	6%	-1%	-1%
COc1ccc(CN2CCOC2=O)cc1OC	8%	0%	6%	3%	4%	/	9%	-1%
COc1ccccc1C(=O)O/N=C(\N)c1ccc(Cl)cc1	-4%	-4%	-4%	?	17%	0%	0%	2%
CCn1c(CC(=O)Nc2cccc(Cl)c2Cl)nnc1SCCOc1ccc(OC)cc1	11%	7%	-20%	-23%	/	14µM*	-1%	1%
COc1cc(-c2ccc(N=Nc3ccc4c(S(=O)(=O)O)cc(S(=O)(=O)O)c(N)c4c3O)c(OC)c2)ccc1N=Nc1ccc2c(S(=O)(=O)O)cc(S(=O)(=O)O)c(N)c2c1O	-2%	25µM*	1µM*[quencher]	1.6µM*	/	?	2.8µM*	16µM*[fluorescent]
COc1ccc(NC(=O)c2nnn(Cc3nc(-c4cc(OC)c(OC)c(OC)c4)oc3C)c2C)cc1	/	-4%	-13%	13%	/	/	?	?
CC(C)CCC(C(=O)O)C(C)CC(=O)NNC(=O)c1ccco1 (stereo unspecified)	3%&-8%	12%&2%	-16%&2%	-13%&-1%	28µM*!	-1%	1%&4%	-4%&-1%
O=C(O)Cn1c(SCc2cccc3ccccc23)nc2ccccc21	2%	-1%	4%	1%	-4%	2%	7%	-5%
COc1ccc2c(c1O)C(=O)c1ccccc1C2=O	3%	3%	-5%	?	0%	9%	10%	0%
CCCCNC(=O)c1c(O)c2cccc3c2n(c1=O)CCC3	-2%	-7%	-18%	-15%	15%	-5%	-8%	-1%
Cc1[nH]c(=O)[nH]c(=O)c1S(=O)(=O)N1CCC(C(=O)NC(C)c2ccccc2)CC1 (stereo unspecified)	-6%	1%	-9%	-13%	8%	26%	-2%	-4%
Oc1ccccc1N=Cc1c(O)ccc2oc3c(c12)CCCC3	-1%	-6%	?	?	0%	/	?	-4%
C/C(=N/O)c1ccccn1	-11%	10%	8%	-8%	5%	7%	-6%	1%
C=C(C)Cn1c(CCNC(=O)C(C)(C)C)nc2ccccc21	1%	0%	-1%	0%	-1%	0%	3%	-5%
CC1CN(C(=O)c2cccc(COc3ccc(Br)cc3)c2)CC(C)O1 (stereo unspecified)	-2%	-5%	-4%	-3%	9%	-4%	5%	1%
O=C(Nc1ccccc1C(=O)N1CCOCC1)c1ccc(CSc2ccccc2)cc1	-8%	3%	-10%	-3%	8%[11.4 µM]	5%	5%	-1%
O=C(NCCCO)c1cc2ccccc2[nH]1	-17%	-7%	9%	7%	2%	?	-3%	-2%
NS(=O)(=O)c1ccc(NC(=O)CSc2ncn[nH]2)cc1	5%	4%	-7%	-3%	/	-12%	-2%	-3%
CCOC(=O)c1cn(-c2nc(-c3ccc(Cl)cc3)cs2)c2c(F)c(N3CC(C)OC(C)C3)c(F)cc2c1=O (stereo unspecified)	-4%	-2%	-5%	-7%	-1%	-12%	2%	2%
N#C/C(=C\c1ccc(O)c(O)c1)C(=O)c1ccc(O)c(O)c1	-6%	-3%	-25%	?	0.5µM*	?	0%	-6%
COc1ccc(C2=NOC(C(=O)Nc3cccnc3)C2)cc1OC (stereo unspecified)	-11%	8%	0%	-7%	/	/	2%	-3%
Cc1ccc(CNC(=O)Cn2ccn(-c3ccc(C)c(C)c3)c(=O)c2=O)cc1	/	-1%	-8%	-3%	/	/	-10%	-23%
C/C=C(\C)C(=O)Nc1cccc(C2=NOC3(C2)C[C@@H](C(N)=O)N(C(=O)c2cc([N+](=O)[O-])cc([N+](=O)[O-])c2C)C3)c1 (stereo partly specified)	-24%	4%	-5%	1%	/	/	-5%	0%
Cc1noc(NS(=O)(=O)c2ccc(NC(=O)C34CCC(CC3)C4)cc2)c1C	-11%	-2%	6%	-6%	7%	2%	3%	-5%
COc1ccc(NC(=O)C2CC2)cc1-n1cnnn1	-1%	-4%	3%	0%	1%	-6%	-5%	4%
Cc1ccc(C(=O)Nc2ccc(O)cc2C(=O)O)cc1	-3%	3%	-12%	?	/	18%	8%	-5%
COCCCNC(=O)Cn1c(=O)n(Cc2ccc(C(=O)NCCc3ccc(OC)c(OC)c3)cc2)c(=O)c2ccccc21	6%	4%	-20%	-16%	/	0%	-7%	-2%
Cc1cccc(Cn2c(C)c(CNC3CCCCC3)c(C(=O)O)c2C)c1	/	-6%	-4%	-3%	/	/	1%	-1%
CN(C)c1ccc(/C=N/NC(=O)c2ccc(NC(=O)c3ccccc3)cc2)cc1	-1%	1%	?	1.6µM*	5%	/	3%	0%
COc1ccccc1-n1cnc2cc(NS(=O)(=O)c3ccc(Br)cc3)ccc21	1%	-1%	?	-9%	/	?	-10%	2%
O=C1C2C3C=CC(C4CC34)C2C(=O)N1/N=C/c1c[nH]c2ccccc12 (stereo unspecified)	1%	2%	-7%	2%	/	5%	-3%	4%
O=C(COc1ccc([N+](=O)[O-])cc1)NCc1ccccc1	4%	-1%	-8%	-7%	6%	-8%	2%	-3%
COCCNC(=O)NC12CC3CC(CC(C3)C1)C2	9%	-2%	-4%	-1%	-8%	10%	8%	-3%
CC(C)CCOc1ccc(-c2c(=O)n(OCc3ccc([N+](=O)[O-])cc3)c3ccccc3[n+]2[O-])cc1	5%	4%	4%	11%	-3%	?	1%	0%
CCOC(=O)c1ccc(N2C(=O)c3n[nH]c(-c4ccco4)c3C2c2ccc(O)c(OC)c2)cc1 (stereo unspecified)	/	-3%	?	?	/	/	?	-4%
Cn1c(SCn2nnc3ccccc3c2=O)nc2ccccc2c1=O	8%	3%	-11%	-9%	6%	?	-9%	-3%
Cc1ccc(/C=N/NC(=O)Cc2c[nH]c3ccccc23)c(C)c1	3%	-7%	?	?	-7%	-3%	11%	0%
C=CCN=C1S/C(=C\c2ccc(Cl)cc2)C(=O)N1CC=C	4%	-3%	-4%	-10%	53%[activator]	/	-4%	0%
CCOC(=O)c1c(C)c(C(=O)NCCN2CCOCC2)c(C)n1C	6%	0%	-2%	-2%	-2%	-2%	4%	-1%
Cc1cccc2cc(CN(Cc3ccccc3)C(=O)N(C)C)c(=O)[nH]c12	7%	-7%	-1%	-4%	/	-9%	3%	0%
CC(=O)Nc1ccc(C(=O)N/N=C/c2ccccc2OCc2ccccc2)cc1	6%	0%	?	8%	4%	-3%	?	-2%
